Screens from PubChem.
Pf growth 96h: P. falciparum growth inhibition at 96 hours | P. falciparum luciferase reporter growth, 96 h | 6.9% of 320,000 active | Potency, µM (titrated, usually from 28.7 µM), for inactives: top-dose activity change, negative = inhibition, hits mostly inhibitors; further: potency means the concentration at half of the fitted maximal effect; on the % scale 0 is the no-effect control and ±100 the full control effect
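Compounds incubated with erythrocytes infected by luciferase-expressing P. falciparum (2% hematocrit, 0.05% parasitemia final) for 96 hours, 37 C in 5% CO2. Growth inhibition scored as decreased luciferase luminescence.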
HCV inh: blocks hepatitis C virus; Huh7.5.1 HCVcc-Cre infection, luciferase reporter, 44 h; Potency, µM (series often up to 41.8 µM), for inactives: at the top dose activity change, negative = inhibition, actives largely listed as inhibitors; 3.4% of 340,000 active; AID 651820; further: potency means the concentration at half of the fitted maximal effect; on the % scale 0 is the no-effect control and ±100 the full control effect
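Infectious HCVcc-Cre (~0.5 moi) was added to cells just after compound, with cells seeded 4 h earlier at 1,000 per well. Luciferase activity after 44 h culture reported infection; substrate was incubated 15 min at room temperature before reading.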
LmPK inhibitor: blocks Leishmania mexicana pyruvate kinase activity; Q27686; AID 1721; Potency, µM (series often up to 57.5 µM), inactives show at the highest dose activity change, negative = inhibition, usual class: inhibitors; purified LmPK, Kinase-Glo ATP luminescence, 1 h; 0.37% of 290,000 active; further: potency means the concentration at half of the fitted maximal effect; on the % scale 0 is the no-effect control and ±100 the full control effect
Target sequence (Q27686 whole entry, looked up): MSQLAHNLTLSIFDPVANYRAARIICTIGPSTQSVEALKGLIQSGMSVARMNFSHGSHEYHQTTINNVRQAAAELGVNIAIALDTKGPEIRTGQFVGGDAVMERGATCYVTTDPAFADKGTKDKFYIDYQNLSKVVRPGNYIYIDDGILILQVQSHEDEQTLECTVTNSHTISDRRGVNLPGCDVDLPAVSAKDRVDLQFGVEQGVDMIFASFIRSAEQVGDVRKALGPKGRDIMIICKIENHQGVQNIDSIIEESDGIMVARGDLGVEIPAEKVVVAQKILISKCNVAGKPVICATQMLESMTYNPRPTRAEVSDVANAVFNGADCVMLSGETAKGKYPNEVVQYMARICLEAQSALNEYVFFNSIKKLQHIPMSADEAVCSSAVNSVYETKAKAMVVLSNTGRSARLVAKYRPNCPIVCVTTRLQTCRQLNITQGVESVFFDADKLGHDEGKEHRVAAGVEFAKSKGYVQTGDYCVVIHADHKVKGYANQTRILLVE
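Screened at intermediate enzyme activity to detect both inhibitors and activators: LmPK at 0.1 nM, with a 0.5 nM enzyme column as activation reference. PEP 0.5 mM, ADP 0.1 mM; ATP detected by luminescence after 1 h.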
Cycloheximide cs: affects cycloheximide protein synthesis inhibition readout, counter-screen. 12% of 300,000 active. max response, %. AID 2314. cell reporter, cycloheximide protein synthesis inhibition counterscreen; in the data active means max response mostly above about 13%, no sharp cut-off; inactive means mostly below about 14%; further: read at 38.3 µM for the half of the compounds with a filed dose; 0% is about no effect
Shiga toxin inh: Shiga toxin inhibition; 9.2% of 290,000 active; Vero cells, Shiga toxin protein synthesis inhibition reporter; AID 2315; inhibition, % at 38.7 µM; in the data active means inhibition mostly above about 28%, no sharp cut-off; inactive means mostly below about 43%; further: 0% is about no effect
Pf growth 48h: P. falciparum growth inhibition at 48 hours (one generation). P. falciparum luciferase growth in erythrocytes, 48 h. 5.9% of 310,000 active. AID 504832. Potency, µM (top dose mostly 28.7 µM), without a hit: at the top dose activity change, negative = inhibition, usual class: inhibitors; further: potency means the concentration at half of the fitted maximal effect; on the % scale 0 is the no-effect control and ±100 the full control effect
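Luciferase-expressing parasites in RBCs, 2% Hct / 0.1% parasitemia final; RPMI 1640 + 0.5% Albumax; 37 C, 5% CO2, one generation; luminescence read-out, lower signal = inhibition.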
Tb PYK inh: T. brucei pyruvate kinase inhibition; Q57TT1; TbPYK enzyme, Kinase-Glo Plus ATP luminescence, 45 min; AID 624173; Potency, µM (highest dose often 76.8 µM), inactives show at the highest dose activity, negative = inhibition, usual class: inhibitors; 0.12% of 410,000 active; further: potency means the concentration at half of the fitted maximal effect; on the % scale 0 is the no-effect control and ±100 the full control effect; nearly all actives have a fitted effect of over 50% in size
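Quantitative HTS: titrated library compounds versus trypanosomal pyruvate kinase in TEA buffer (pH 7.2) containing KCl, MgCl2, BSA and Tween-20. Reactions were initiated with ADP, 130 uM final. Kinase-Glo Plus luminescence was read after 45 min at RT.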
* marks the source's active call; other numbers are inactive results; ? = inconclusive; / = no result given; & = joins results of further samples; ! = a repeat was not active; [ ] = dose if it differs, or a comment. Unless noted, the call rests on the fitted dose curve; in most records, active means well fitted curve in the direction sought with a large enough effect; inconclusive means small, poorly fitted or top-dose-only effect, or another doubt; inactive means no such curve, though single readings can be large; an effect the other way counts as inactive or inconclusive.

SMILES	Pf growth 96h	HCV inh	LmPK inhibitor	Cycloheximide cs	Shiga toxin inh	Pf growth 48h	Tb PYK inh
CCCC(=O)Nc1cc(OCC)c(NC(=O)NC2CCCCC2)cc1OCC	/	4.8%	4.8%	-0.9	-8.8	21.2%	0.3%
Cc1cc(C(F)F)nn1CC(=O)NCc1ccco1	46.5%[activator]	13.1%	1.3%	-0.9	-7.3	9.7%	-5.4%
CCCS(=O)(=O)c1ncc(Cl)c(C(=O)Nc2ccc(S(=O)(=O)Nc3ncccn3)cc2)n1	?	16.6%	2.2%	9.9	17.1	41.1%[activator]	-12.6%
CCc1cc(=O)oc2c(C)c(O)c(CN3CCCCC3)cc12	/	8.1%	3.5%	-5.8	-10.1	?	0.0%
COc1ccc2nc(SCC(=O)N(C)C3CCCCC3)c(C#N)cc2c1	9.2%[5.75 µM]	?	1.2%	8.9	-2.6	?	1.4%
C=CCC(COCc1ccccc1)NS(=O)(=O)c1ccccc1Br (stereo unspecified)	?	-17.2%	2.9%	-0.9&-4.1	-11.1&-2.0	13.1µM*	-4.5%
Cc1cc(NC(=O)C(C)SCC(=O)N(C)CC(=O)Nc2ccccc2Br)no1 (stereo unspecified)	63.0%[activator]	4.5%	/	/	/	-1.4%	-15.2%
O=C(CC1NC(=S)NC1=O)c1ccc(Cl)cc1 (stereo unspecified)	22.5%	7.2%	-4.4%	-0.4	9.3	3.8%	-2.3%
O=c1c2ccccc2nnn1CSc1ccc2ccccc2n1	?	4.4%	0.9%	10.8	10.8	-5.1%	2.1%
Cc1ccc(-n2c(=O)c3cc4c(=O)n(-c5ccc(C)c(C)c5)c(=O)c4c(C(=O)c4ccc(C(=O)O)cc4)c3c2=O)cc1C	73.7%[activator]	?	0.7%	-0.2	-2.9	?	8.1%
CC(=O)N1c2ccc(S(=O)(=O)N3CCCC3C(=O)Nc3cccc(F)c3)cc2CC1C (stereo unspecified)	?	-11.7%	-2.4%	-2.1	-2.4	?	-5.7%
COc1ccc(CNC(=O)C(OC(=O)c2ccco2)c2ccc(F)cc2)cc1 (stereo unspecified)	-23.6%	6.2%	-2.5%	-2.5	18.2	15.9%	-7.0%
CCN(CC(=O)Nc1ccc(OC)cc1)C(=O)c1cc(-c2cccs2)nn1-c1ccccc1	20.8%	?	/	/	/	9.9%	2.5%
CC(C)C(NC(=O)c1ccc([N+](=O)[O-])cc1Cl)C(=O)N1CCCC1 (stereo unspecified)	33.7%[activator]	10.7%	5.3%	-0.3	-5.7	23.5%	2.4%
CCOC(=O)C(C#N)C(c1cccnc1)c1c(C)[nH][nH]c1=O (stereo unspecified)	/	-6.2%	-3.2%	0.2	-3.2	?	-4.5%
CCOC(=O)N1CCN(c2c(-c3ccc(C)c(C)c3)c(=O)c2=O)CC1	36.7%[activator]	-10.8%	-1.6%	-2.4	-3.8	-27.5%	5.8%
Cc1cccn2c(=O)c(/C=N/O)c(Nc3ccccc3F)nc12	17.4%	4.3%	4.0%	-0.1	-3.4	8.1%	2.5%
CCCC(=O)NC(=S)Nc1cccc(C(C)=O)c1	20.1%	-0.3%	-4.1%	12.8	10.6	30.2%	-0.2%
COc1c(/C=N/NS(=O)(=O)c2ccc(C)cc2)c(CCN(C)C(C)=O)cc2c1OCO2	13.1%	-10.0%	2.4%	-1.3	13.0	3.4%	-1.6%
Cc1cc(C(=O)CSc2nnnn2C)c(C)n1-c1ccc2c(c1)OCCO2	/	-8.1%	4.6%	37.5*	142.4*	1.4%	7.1%
C[C@@H](C(=O)O)c1ccc(C(=O)c2ccccc2)s1	-14.4%[12.8 µM]	/	/	/	/	6.0%[12.8 µM]	-9.2%[33.2 µM]
CN(C)P(=O)(CCl)Nc1ccccc1 (stereo unspecified)	33.2%[activator]	-8.1%	1.6%	3.4	-6.2	13.7%	3.3%
CCOC(=O)N1CCN(C(=O)c2ccc(CN(c3ccccc3)S(C)(=O)=O)cc2)CC1	25.9%	-6.3%	-5.0%	-4.0	2.8	-14.6%	6.3%
O=C(Oc1cccc(C(=S)N2CCOCC2)c1)c1cccc(Cl)c1	?	35.8%[activator]	-12.6%	-0.3	-28.3	10.5%	-8.9%
Cn1c(C(C)(O)C(O)c2ccccc2)nc2ccccc21 (stereo unspecified)	29.2%	9.9%	-0.7%	7.9	9.9	-3.1%	/
CC1(C)CC(=O)C(CC2=C(O)CC(C)(C)CC2=O)=C(O)C1	?	10.8%	-0.4%	-2.1	16.2	-8.9%	-25.7%
CC(C)(C)c1ccc(O)c(N=Cc2cc(Br)ccc2O)c1	25.9%	-3.8%	-1.4%	20.1*	30.6*	10.4µM*	?
O=[N+]([O-])c1ccc(N2N=C(c3ccccc3)CC2c2ccccc2O)cc1 (stereo unspecified)	?	/	-5.7%	-1.5	-5.5	?	/
CCCC(c1nnnn1CCc1ccccc1)N1CCN(C(=O)c2ccco2)CC1 (stereo unspecified)	60.3%[activator]	?	-5.6%	-3.1	6.8	-14.1%	-1.4%
CSc1nc2cc(S(=O)(=O)N3CCCCC3)ccc2s1	-10.1%	?	0.3%	0.9	-3.5	19.7%	1.1%
CCc1n[nH]c(=S)n1/N=C/c1ccc(N(C)c2ccccc2)cc1	?	-4.8%	-3.9%	4.0	-5.3	10.4µM*	?
O=C(CN1CCN(c2ccc(O)cc2)CC1)Nc1ccc(SC(F)F)cc1	?	?	1.6%	-2.0	-7.6	?	-28.8%
C=CCOC(=O)C1=C(C)NC(=S)C(C#N)(CC=C)C1c1ccccc1Cl (stereo unspecified)	1.47µM*	-23.4%	7.6%	-1.1	-8.6	1.47µM*	-6.8%
O=C(NCCN=C1NS(=O)(=O)c2ccccc21)c1ccc2nccnc2c1	/	2.6%	-7.5%	-0.5	-9.7	-5.6%	-6.6%
Cn1c(NC(=O)/C=C/c2ccc(Cl)c(Cl)c2)cc(=O)n(C)c1=O	-20.0%	10.4%	0.3%	10.4	2.1	-12.7%	5.1%
COC(=O)C1=C(C)NC(=S)NC1c1ccc(-c2cc(Cl)ccc2Cl)o1 (stereo unspecified)	?	?	0.0%	1.4	12.5	11.7µM*	-18.5%
O=C(COC(=O)Cc1cccs1)NCc1ccc(F)cc1	1.5%	8.6%	2.1%	-0.8	-2.7	3.6%	2.0%
COc1nn(-c2nc(-c3ccccc3)cc(C(F)(F)F)n2)cc1[N+](=O)[O-]	0.0%	-29.0%	0.3%	-2.1	-9.0	21.6%	1.1%
CC[C@@H](C)[C@H](CN[C@H](CNC)[C@@H](C)O)NCCc1ccc(OC)cc1	?	-8.8%	-2.3%	1.2	-1.0	?	2.3%
COc1ccc(CN(C)C(=O)c2ccccc2OCc2c(C)noc2C)cc1OC	-1.5%	-0.7%	/	/	/	?	-0.1%
CCN(CC(=O)Nc1ccc2c(c1)OCO2)S(=O)(=O)c1ccccc1	20.2%	-8.9%	-1.9%	-0.7	2.2	4.0%	-0.3%
CCCNC(=O)C(Cc1ccccc1)NC(=O)c1ccccn1 (stereo unspecified)	9.3%	1.6%	/	/	/	34.9%[activator]	-0.2%
O=C(NCc1ccccn1)c1ccc([N+](=O)[O-])cc1	-7.1%	8.3%	-2.0%	0.5	0.7	5.2%	-0.8%
Cc1ccc(C2Oc3ccccc3C3=C2C(c2cccs2)n2ncnc2N3)cc1 (stereo unspecified)	?	12.6µM*	4.4%	0.2	-11.5	11.7µM*	-5.2%
COc1ccc(OCc2cc(C(=O)NC(C)c3csc(C)n3)no2)c(Cl)c1 (stereo unspecified)	22.7%	-23.8%	8.3%	62.6*	62.4*	39.2%[activator]	0.7%

Some values from the list.
Reading of `COc1nn(-c2nc(-c3ccccc3)cc(C(F)(F)F)n2)cc1[N+](=O)[O-]` in LmPK inhibitor: 0.3%
Reading of `Cc1ccc(C2Oc3ccccc3C3=C2C(c2cccs2)n2ncnc2N3)cc1` (stereo unspecified) in LmPK inhibitor: 4.4%

Following part
SMILES	Pf growth 96h	HCV inh	LmPK inhibitor	Cycloheximide cs	Shiga toxin inh	Pf growth 48h	Tb PYK inh
c1cncc(-c2nc(NCCCn3ccnc3)c3ccccc3n2)c1	?	?	-0.4%	7.1	-8.4	-16.1%	0.5%
Cc1cc(C(=O)Nc2cccc(S(=O)(=O)N3CCCCC3)c2)c2ccccc2n1	?	?	-5.1%	8.1	-2.7	?	-2.3%
CC1CCc2sc(C(=O)OCC(=O)NC(N)=O)cc2C1 (stereo unspecified)	52.4%[activator]	-5.3%	2.0%	0.6	11.5	16.9%	0.1%
O=C(CC1C(=O)NCCN1Cc1cccc(F)c1F)NC1CCCCCC1 (stereo unspecified)	2.8%	1.2%	-0.1%	-0.4	15.0	?	2.8%
Cc1[nH]nc(N)c1-c1ccccc1	-18.4%	-4.3%	5.0%	-0.4	21.6	37.9%[activator]	5.6%
O=C(CSc1nccc(=O)[nH]1)N1CCc2ccccc2C1	16.9%	10.6%	-0.4%	7.6	-3.1	/	-15.5%
CCOC(=O)C(C)Oc1nc(Oc2ccccc2)nc(N(C)C)n1 (stereo unspecified)	/	8.5%	-1.3%	-1.2	-11.7	-11.7%	8.8%
CN(C)N1C(N)=C(C#N)C(c2cccc(Cl)c2)C2=C1CCCC2=O (stereo unspecified)	?	-15.7%	-0.9%	2.8	-5.6	?	2.8%
COC(CNC(=O)CCc1c(C)nc2c(c(C)nn2-c2ccc(C)cc2)c1C)OC	13.0%	?	-1.9%	-2.2	-6.6	2.62µM*	-7.9%
Cc1cc(OCC(=O)Nc2ccc(S(=O)(=O)NC3=NCCCCC3)cc2)c(C(C)C)cc1Cl	?	2.9%	1.2%	4.8	-9.8	-11.2%	-5.0%
COc1cccc(OCC(=O)NNC(=O)C(=O)Nc2ccc(OC)cc2OC)c1	-3.9%	-8.7%	-11.2%	7.5	-2.6	1.4%	-17.5%
COc1ccc(C2CC(O)(c3ccccc3)Oc3cc(OC)cc(OC)c32)cc1 (stereo unspecified)	?	-62.2%	0.9%	21.9*!	25.5&13.2	?	-12.4%
Nc1nc(Cl)nc2c1ncn2C1CC(O)C(CO)O1 (stereo unspecified)	17.7%&-11.6%	-12.0%	/	/	/	7.2%&-2.7%	-0.7%&-1.9%
CC1CCN(C(=O)CCCNC(=O)Cn2cnc3sc4c(c3c2=O)CCCC4)CC1	10.4%	19.4%	6.7%	-3.2	1.4	/	5.9%
O=C(COc1ccccc1)NCC(=O)Nc1ccc(S(=O)(=O)NCc2ccco2)cc1	/	17.3%	6.1%	1.5	-18.7	-16.4%	-11.8%
CC(C)CSc1nnc2c3ccccc3n(C)c2n1	6.57µM*	-0.5%	-1.0%	33.9*	/	122.3%[activator]	0.2%

Single records, from the list above. Order of screens: Pf growth 96h, HCV inh, LmPK inhibitor, Cycloheximide cs, Shiga toxin inh, Pf growth 48h, Tb PYK inh
O=C(CSc1nccc(=O)[nH]1)N1CCc2ccccc2C1 reads 16.9%, 10.6%, -0.4%, 7.6, -3.1, /, -15.5%
COc1ccc(C2CC(O)(c3ccccc3)Oc3cc(OC)cc(OC)c32)cc1 (stereo unspecified) reads ?, -62.2%, 0.9%, 21.9*!, 25.5&13.2, ?, -12.4%
COC(CNC(=O)CCc1c(C)nc2c(c(C)nn2-c2ccc(C)cc2)c1C)OC reads 13.0%, ?, -1.9%, -2.2, -6.6, 2.62µM*, -7.9%
